Assay outcomes: PubChem, several laboratories
SSB-PriA inh = blocks PriA binding to SSB C-terminal tail; AlphaScreen SSBct-PriA binding, biotinylated peptide; inhibition, % at 33 µM; 0.6% of 430,000 active; AID 1272365; in the data active = inhibition mostly above about 37%, no sharp cut-off; inactive = mostly below about 20%;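 note: plate controls were negative control peptide for no effect and reference peptide for full effect; strong numbers were not always called active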
PfHsp40 rescue = compounds rescuing yeast from Plasmodium falciparum HSP40 toxicity. growth rescue, % at 12.5 µM. AID 504582. 0.68% of 340,000 active. S. cerevisiae expressing PfHsp40, growth rescue, ATP luminescence; in the data active = growth rescue above about 28%, passing the limit was not always enough;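 note: yeast W303a lacking pdr1 and pdr3 grown in galactose medium; growth measured after three days at 30 °C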
Yp Topo-I inh = Y. pestis Topo-I inhibition via cleavage products. 0.064% of 360,000 active. AID 504884. Y. pestis Topo-I cleavage product accumulation, plate reader. activity, % at 10 µM; in the data active = activity above about 50%, passing the limit was not always enough; note: inactives centre near 2
MazF activator = increases E. coli MazEF RNase cleavage of RNA; 0.32% of 350,000 active; P0AE70; AID 504720; activation, % at 20 µM; FAM/BHQ RNA-DNA oligo cleavage fluorescence, 5 h; in the data active = activation above about 50%
Target sequence (P0AE70 whole entry, looked up): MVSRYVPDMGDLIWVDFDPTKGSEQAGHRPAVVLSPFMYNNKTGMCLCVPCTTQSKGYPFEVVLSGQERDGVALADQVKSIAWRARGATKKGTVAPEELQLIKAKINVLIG
Rv3671c protease = inhibitors of M. tuberculosis serine protease Rv3671c | inhibition, % at 5.96 µM | P9WHR9 | 0.048% of 320,000 active | AID 2606; in the data active = inhibition above about 38%;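 note: extracellular domain of Rv3671c used as enzyme; 0% = enzyme with DMSO and 100% = no enzyme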
Target sequence (P9WHR9 whole entry, looked up, the tested form may be a part): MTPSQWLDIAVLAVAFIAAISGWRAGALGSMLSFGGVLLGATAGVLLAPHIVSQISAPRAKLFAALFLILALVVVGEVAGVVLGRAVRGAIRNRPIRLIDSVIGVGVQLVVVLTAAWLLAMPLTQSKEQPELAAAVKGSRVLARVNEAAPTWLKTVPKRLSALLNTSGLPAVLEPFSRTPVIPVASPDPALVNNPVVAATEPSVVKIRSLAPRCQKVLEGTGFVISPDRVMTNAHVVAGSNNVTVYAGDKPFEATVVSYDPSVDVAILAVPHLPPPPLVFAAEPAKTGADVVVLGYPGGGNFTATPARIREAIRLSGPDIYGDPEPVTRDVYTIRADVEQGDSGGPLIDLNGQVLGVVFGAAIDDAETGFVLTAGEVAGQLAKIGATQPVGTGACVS
BH1578 lux ind = inducers of Vibrio cholerae quorum light production without autoinducers; V. cholerae BH1578 lux reporter, luminescence, 6 h; activation, % at 18.7 µM; 0.16% of 350,000 active; in the data active = activation mostly above about 9.7%, no sharp cut-off; note: not every result past the cut was called active; inactives centre near 0; reference of the scale not given here
Anthrax LF prot = inhibitors of Bacillus anthracis lethal factor protease; P15917; multiplex microsphere protease cleavage assay, LF; inhibition, % at 10 µM; 0.12% of 360,000 active; in the data active = inhibition above about 30%; note: plate controls were buffer without enzyme for full effect and enzyme alone for no effect
TcdB GH inh = inhibitors of Clostridioides difficile toxin B glycohydrolase. P18177. TcdB glycohydrolase enzymatic assay, plate reader. inhibition, % at 9.99 µM. 0.24% of 350,000 active. AID 652162; in the data active = inhibition above about 10%
3CLpro inhibitor = SARS-CoV 3CLpro protease inhibition | P0C6X7 | 0.14% of 290,000 active | recombinant SARS-CoV 3CLpro, quenched FRET peptide cleavage | inhibition, % at 6 µM | AID 1706; in the data active = inhibition above about 12%
VHR inh abs = inhibitors of human VHR1 phosphatase (DUSP3) | inhibition, % at 13.3 µM | P51452 | recombinant VHR phosphatase, pNPP absorbance | 0.52% of 290,000 active; in the data active = inhibition above about 50%; note: some compounds called inactive have numbers as strong as hits
Target sequence (P51452 whole entry, looked up): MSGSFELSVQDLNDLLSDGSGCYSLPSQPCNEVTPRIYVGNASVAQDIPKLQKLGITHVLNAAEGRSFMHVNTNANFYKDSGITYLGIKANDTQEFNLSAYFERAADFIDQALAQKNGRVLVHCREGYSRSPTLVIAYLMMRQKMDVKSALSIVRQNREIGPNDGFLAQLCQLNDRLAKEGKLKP
Numbers without * were called inactive; i = inactive; . = not tested or not shown; & = joins results of further samples. Some of the compounds tested (hit frequency here may not be typical).

SMILES	SSB-PriA inh	PfHsp40 rescue	Yp Topo-I inh	MazF activator	Rv3671c protease	BH1578 lux ind	Anthrax LF prot	TcdB GH inh	3CLpro inhibitor	VHR inh abs
CCCCn1c(N)c(N(CC(C)C)C(=O)c2cccc(S(=O)(=O)N(C)c3ccc(C)cc3)c2)c(=O)[nH]c1=O	3.3	-0.3	3.6	2.2	-1.0	i	1.4	0.1	.	.
COC(=O)N[C@@H]1C[C@H]2[C@@H]3CC[C@H]4C[C@@H](OC)CC[C@]4(C)[C@H]3CC[C@]12C	-11.3	10.5	7.8	5.1	-2.1	i	-0.2	1.5	.	.
COc1ccc(S(=O)(=O)N2CCc3ccccc32)cc1C(=O)Nc1ccc(C(N)=O)cc1	-3.1	0.9	30.6	9.2	-8.3	i	-4.6	2.1	.	.
COC(CNC(=O)C1CCN(C(=O)c2cc3oc(C)cc3n2Cc2c(F)cccc2Cl)CC1)OC	3.1	-1.3	29.6	-1.1	1.1	i	-0.3	-0.6	6.6	3.6
CN(Cc1ccccc1)c1nc2c(c(=O)[nH]c(=O)n2C)n1Cc1ccccc1Cl	4.5	-0.8	-3.0	8.7	1.3	i	-3.8	.	-5.4	-12.2
Cc1ncoc1C(=O)N1CCCC(C(=O)c2ccc(C(F)(F)F)cc2)C1 (stereo unspecified)	-16.8	-0.2	-9.1	2.1	6.8	i	0.0	1.8	4.1	34.0
Cn1c(CC(=O)Nc2ccccc2F)nnc1SCC(=O)NC1CCCC1	-4.5	-0.1	1.9	5.4	-0.3	-0.2	10.7	0.4	5.6	3.0
CNC(=O)NC(=O)CSc1nc2sccc2c(=O)n1-c1ccccc1	-11.9	-1.5	5.3	-28.9	1.3	-0.4	11.3	1.8	-1.6	11.8
COc1cccc(CN2CCN(Cc3cccn3-c3cccnc3)CC2CCO)c1 (stereo unspecified)	-10.3	-1.1	3.0	6.6	10.6	-0.2	0.2	2.0	-0.6	21.7
Cn1c(=O)c(C(=O)CN2CCc3ccccc32)c(N)n(Cc2ccccc2)c1=O	9.9	-0.6	-14.2	-2.1	-18.8	-0.2	0.5	.	-0.8	49.4
NC(=S)Nc1c(Cl)cccc1Cl	-8.6	0.3	-1.6	0.7	-6.4	i	8.7	0.8	1.6	24.6
CNc1nc(Cl)c(SC)c(NCc2cccc(OC)c2)n1	-4.6	.	25.0	3.4	-4.0	-0.5	-1.1	0.9	1.8	12.5
Cc1ccc(C)c(S(=O)(=O)NCc2ccc(C(=O)NCc3ccco3)cc2)c1	-4.0&-6.3	0.5	14.8	2.8	-7.0	0.4	-4.2	.	-0.9	8.7
O=C(NC1CCCC1)c1c[nH]c2ccc(F)cc2c1=O	-1.6	-1.6	-2.0	-7.2	-1.0	i	-0.7	.	-1.4	10.9
O=C(COc1ccc(Cl)cc1Br)NC(=O)NC1CCCC1	-4.4	-0.5	0.9	-1.3	.	i	1.0	-0.5	.	.
CCN(C(=O)COC(=O)CNC(=O)c1ccc(Cl)cc1Cl)c1c(N)n(Cc2ccccc2)c(=O)[nH]c1=O	-7.6	2.4	4.6	0.4	-5.2	i	-2.9	0.1	.	.
Cc1nn(Cc2ccccc2Cl)c(C)c1NC(=O)/C=C/c1cnn(C)c1	-17.5	-1.0	-6.3	0.9	3.5	-0.4	-0.5	.	5.2	27.0
O=C(c1cnc2n(c1=O)CCS2)N1CCCc2ccccc21	-11.0&6.2	-0.5	-10.0	1.7	8.1	-0.2	0.9	-1.0	5.5	30.5
CCc1nc2c(OCC(=O)c3ccc(Cl)cc3Cl)cccn2c1N(C)C(=O)COc1ccccc1	.	.	22.1	.	.	-3.0	-9.2	-1.1	.	.
C=CCN1C(=NC(=O)CCC)SC2CS(=O)(=O)CC21 (stereo unspecified)	-19.6	-0.7	-0.6	0.9	7.4	-0.7	-10.5	.	-10.1	19.2
Fc1ccc(-c2cc(C(F)(F)F)nc(-n3cc(Cl)cn3)n2)cc1	-3.1	3.1	2.9	3.3	0.8	-2.1	-1.8	-2.3	0.1	16.5
CC(C)[C@H](NC(=O)[C@@H]1Cc2ccccc2CN1)C(=O)Nc1ccc2c(c1)OCCO2	1.0	0.4	-8.1	11.3	3.1	-0.7	-1.6	-2.7	-2.2	3.7
COc1cccc(C2C(C(=O)c3cc4cccc(OC)c4o3)=C(O)C(=O)N2c2cc(C)on2)c1OC (stereo unspecified)	12.2	-1.0	16.2	0.8	6.6	i	-2.1	.	3.8	17.0
CN=Cc1c(NC)nc2c(C)cccn2c1=O	-19.0	-0.5	-0.2	-2.8	1.6	-2.8	-1.9	.	-2.1	37.3
CSc1ccc(CN(C)C(=O)CN2C(=O)NC3(CCCC3)C2=O)cc1	3.0	-0.6	6.6	4.3	8.8	-0.6	-1.5	-1.1	.	.
Other records.
SMILES	SSB-PriA inh	PfHsp40 rescue	Yp Topo-I inh	MazF activator	Rv3671c protease	BH1578 lux ind	Anthrax LF prot	TcdB GH inh	3CLpro inhibitor	VHR inh abs
CN(C)C(CNC(=O)CSc1nc2sc3c(c2c(=O)n1C)CCC3)c1ccccc1 (stereo unspecified)	-17.1	-1.1	3.3	8.1	1.5	i	1.7	-0.4	.	.
O=C(CCNC(=O)c1ccco1)Nc1nc(-c2ccccc2)cs1	11.0	.	8.4	-2.7	-7.1	-0.1	-5.8	0.4	.	.
CC1CC(C)(C)NC(=S)N1CCCC(=O)N1CCN(c2ccc(F)cc2)CC1 (stereo unspecified)	5.7	0.8	14.5	9.6	-5.2	-0.3	-2.6	.	8.3	1.2
Cc1ccc(S(=O)(=O)C2(C(=O)Nc3ccc(C(C)C)cc3)CC2)cc1	-18.1	-0.2	5.1	9.5	4.1	i	-5.2	0.9	4.3	-1.8
COc1cc(NS(=O)(=O)c2ccc(NC(=S)NC(=O)c3ccc(F)c(F)c3)cc2)nc(OC)n1	3.4	2.0	7.1	-0.2	-18.6	-0.5	-5.2	4.3	8.4	-14.4
Cc1cccc(N)c1SC1CCCCC1O (stereo unspecified)	-12.0	-0.1	0.9	-1.1	3.7	-0.4	2.7	0.7	8.2	-12.5
O=C(c1ccc(-c2ccccc2Cl)o1)N1CCCC(C(F)(F)F)C1 (stereo unspecified)	-17.1	2.0	36.0	0.4	-2.0	i	-2.2	1.2	.	.
CCOC(=O)c1cnc2cc(C)ccn2c1=O	4.5	0.3	2.2	5.7	-9.2	i	1.4	.	1.3	8.1
COc1cc(Cl)cc(/C=C/c2ccc3cccc(O)c3n2)c1OC	-5.0	0.1	3.6	-3.4	7.8	0.0	-7.0	0.6	2.0	18.2
CC(C)OCCCNS(=O)(=O)c1ccc2c(c1)OCCO2	2.4	-0.1	-6.3	0.1	-1.9	-0.3	-3.7	.	-2.8	-0.2
Nc1cc(=O)[nH]c(SCCSc2ccccc2F)n1	0.0	-0.6	7.0	-23.8	2.1	i	-1.1	-0.8	2.3	-20.5
Cc1cccc(N(C)C(=O)c2coc(=O)c3ccccc23)c1	-6.1	0.1	7.0	0.7	-2.0	.	-1.5	.	5.4	2.0
Nn1c(SCC(=O)Nc2nnc(-c3ccccc3)o2)nnc1C1CC1	-2.2	-0.4	2.2	1.1	-1.8	i	-1.4	1.3	.	.
COC(=O)C1=C(C)N=C2SC(C#N)=C(N)N2C1c1cccc(OC)c1 (stereo unspecified)	-20.8	0.7	-8.3	2.3	2.5	-0.7	-4.7	.	5.2	25.4
O=C(c1ccc(NC2=NC3CS(=O)(=O)CC3S2)cc1)N1CCN(c2ccc([N+](=O)[O-])cc2)CC1 (stereo unspecified)	-0.2	1.4	-4.5	7.4	1.3	-0.3	1.5	3.1	5.5	27.4
CC(C(O)C12CC3CC(CC(C3)C1)C2)N1CCCCC1 (stereo unspecified)	-7.9	-1.4	0.3	4.7	-2.3	-0.2	-1.9	0.1	-0.4	-11.7
CC(=O)OC1C=CCC2C(=O)c3cccc(O)c3C(O)C12 (stereo unspecified)	25.8	-0.9	6.5	8.4	.	.	-6.9	-0.8	.	.
Cc1ccc(C(C[N+](=O)[O-])c2c(C)cc3ccccn23)cc1 (stereo unspecified)	9.4	-1.0	-8.3	0.6	-10.8	0.7	0.0	1.4	-1.3	-0.8
COCCC(=O)N(Cc1ccc2c(c1)OCO2)C(C(=O)NC1CCCCC1)c1ccncc1 (stereo unspecified)	3.2	-0.8	4.3	5.8	6.3	3.8	-0.1	.	5.4	6.7
CCn1ncc(C2=NOC(C(=O)NCc3ccc(Cl)cc3)C2)c1C (stereo unspecified)	-6.1	1.0	0.7	1.7	0.1	i	2.6	.	-1.0	-7.5
O=C(O)COn1c(-c2ccc(Cl)cc2)nc2ccc(Cl)cc21	-2.7	-1.2	-7.4	2.5	1.2	-0.3	-1.5	10.2*	-2.2	3.0
O=c1cc(O)n(C2CCCCCC2)c(=O)[nH]1	2.6	-1.5	3.9	-26.5	-19.7	i	3.2	0.1	0.8	10.4
CCOC(=O)c1sc(NC(=O)CSc2nc3c(cc2C#N)CCCCCC3)c(C#N)c1C	-3.6	-0.3	2.4	35.4	0.0	-0.2	-0.6	.	-0.9	33.9
O=C(Nc1ccc(S(=O)(=O)NC2=NCCCCC2)cc1)c1ccco1	4.6	-1.0	-0.2	7.4	0.2	i	0.8	0.9	0.5	40.3
O=C(C1=C[C@H](c2ccc(Br)cc2)C[C@H](OCc2ccc(CO)cc2)O1)N1CCOCC1	-6.7	0.0	24.1	6.2	-1.9	i	6.3	0.4&0.4	-1.2	30.1
(listing goes on)
SMILES	SSB-PriA inh	PfHsp40 rescue	Yp Topo-I inh	MazF activator	Rv3671c protease	BH1578 lux ind	Anthrax LF prot	TcdB GH inh	3CLpro inhibitor	VHR inh abs
Cc1csc(NC(=O)CSc2nnc(-c3ccoc3C)n2C(C)c2ccccc2)n1 (stereo unspecified)	18.0	-0.5	15.3	-6.0	1.6	-0.3	-5.4	0.3	0.6	7.4
CCOC(=O)N1CCN(C(=S)NC(=O)c2cncc(Br)c2)CC1	-5.1	0.1	1.2	3.7	-4.1	-0.3	0.5	.	-4.5	-3.6
COc1cc(C(=O)O/N=C(\N)c2ccccn2)cc(OC)c1OC	i	-0.1	-2.1	6.6	0.7	-0.9	-5.9	1.9	3.2	25.0
O=C(NCCc1cccnc1)c1cc(COc2ccc(F)cc2F)on1	-11.4	0.3	2.4	8.2	-1.7	-7.1	-2.4	2.6	-2.4	-6.5
CCCC(=O)Nc1ccc2nc(SCC(=O)N3CCCC3)sc2c1	-3.2	-1.0	-9.1	-9.7	1.5	-1.3	-5.5	5.7	-7.1	7.5
COc1cccc(OCCn2c(C)c(/C=N/n3cnnc3)c3ccccc32)c1	.	0.4	6.3	7.5	-13.8	i	0.0	.	0.1	25.0
CC(C)(CC(=O)O)CC(=O)NCc1c(Cl)cccc1Sc1ccc(Cl)cc1	-1.6	.	3.7	-9.7	6.0	0.6	2.9	1.5	2.5	18.6
CN(C)Cc1ccccc1COc1ccccc1	-4.5	-1.0	-3.7	-1.3	11.3	-0.2	3.4	0.3	-3.5	0.1

An excerpt of these results, with two lines to a compound:
Below each SMILES: SSB-PriA inh | PfHsp40 rescue | Yp Topo-I inh | MazF activator | Rv3671c protease | BH1578 lux ind | Anthrax LF prot | TcdB GH inh | 3CLpro inhibitor | VHR inh abs
COc1cc(C(=O)O/N=C(\N)c2ccccn2)cc(OC)c1OC
    i | -0.1 | -2.1 | 6.6 | 0.7 | -0.9 | -5.9 | 1.9 | 3.2 | 25.0
O=C(NCCc1cccnc1)c1cc(COc2ccc(F)cc2F)on1
    -11.4 | 0.3 | 2.4 | 8.2 | -1.7 | -7.1 | -2.4 | 2.6 | -2.4 | -6.5
CCCC(=O)Nc1ccc2nc(SCC(=O)N3CCCC3)sc2c1
    -3.2 | -1.0 | -9.1 | -9.7 | 1.5 | -1.3 | -5.5 | 5.7 | -7.1 | 7.5
COc1cccc(OCCn2c(C)c(/C=N/n3cnnc3)c3ccccc32)c1
    . | 0.4 | 6.3 | 7.5 | -13.8 | i | 0.0 | . | 0.1 | 25.0
